Source: PubChem
SENP6 block: SENP6 protease inhibitors, primary screen, biochemical, luminescence, uHTS | Sentrin-specific protease 6 (Homo sapiens), Q9GZR1 | Recombinant SENP6 catalytic domain, aminoluciferin luminescence | inhibition, % at 10 µM | actives 1.8% (n = 330,000) | AID 2599, 2010;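 active means inhibition above about 50% at the single tested dose, limit read from the data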;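 further: plate controls were DMSO wells with enzyme for no effect and DMSO wells lacking enzyme for full effect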
Target sequence (Q9GZR1 628-1112 limits assumed): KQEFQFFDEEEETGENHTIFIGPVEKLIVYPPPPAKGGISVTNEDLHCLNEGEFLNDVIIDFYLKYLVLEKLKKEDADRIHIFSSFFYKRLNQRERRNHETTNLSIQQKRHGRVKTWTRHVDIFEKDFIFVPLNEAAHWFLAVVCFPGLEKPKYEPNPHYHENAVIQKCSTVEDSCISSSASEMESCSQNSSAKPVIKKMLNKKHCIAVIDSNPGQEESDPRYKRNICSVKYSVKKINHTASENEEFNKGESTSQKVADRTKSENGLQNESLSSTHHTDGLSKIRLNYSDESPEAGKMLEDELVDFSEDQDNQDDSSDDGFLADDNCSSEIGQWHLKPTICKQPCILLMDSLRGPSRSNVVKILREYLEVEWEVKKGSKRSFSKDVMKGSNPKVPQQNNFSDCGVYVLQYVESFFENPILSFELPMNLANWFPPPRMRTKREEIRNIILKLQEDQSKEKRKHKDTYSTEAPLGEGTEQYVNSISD
HKDC1 inhibitor: HKDC1 hexokinase inhibitors, primary screen, biochemical, fluorescence, uHTS; Q2TB90; recombinant HKDC1, G6PDH/diaphorase resazurin coupled fluorescence; inhibition, % at 20 µM; actives 0.16% (n = 340,000); AID 493160, 2011;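 active means inhibition above about 35% when tested at 20 µM, limit read from the data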;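 further: plate controls were DMSO wells with enzyme for no effect and DMSO wells lacking enzyme for full effect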
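test system = in-house recombinant HK5 (HKDC1) enzyme | amount = HKDC1 at 5 µg/mL | control set = DMSO-enzyme wells negative, buffer-substituted wells positive | compound = one dose of 20 µM, 1% DMSO | schedule = reaction time 90 min, room temperature, protected from light | technique = resorufin fluorescence at 613 nm | reagent = glucose with 1 mM ATP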
SENP8 block-1: human SENP8 protease inhibitors, primary screen, biochemical, fluorescence, Nedd8 protein substrate, uHTS; Sentrin-specific protease 8 (Homo sapiens), Q96LD8; recombinant SENP8; inhibition, % at 20 µM; actives 0.64% (n = 360,000); AID 602440, 2012; in the data active means inhibition mostly above about 40%, no sharp cut-off; inactive means mostly below about 27%
SENP8 block-2: SENP8 protease inhibitors, primary screen, biochemical, luminescence | Sentrin-specific protease 8 (Homo sapiens), Q96LD8 | purified SENP8, Z-RLRGG-aminoluciferin cleavage | inhibition, % at 10 µM | actives 1.2% (n = 330,000) | AID 2540, 2010; in the data active means inhibition above about 50%
SENP7 block: SENP7 protease inhibitors, primary screen, biochemical, luminescence, uHTS. inhibition, % at 5 µM. actives 1.5% (n = 330,000). AID 434973, 2010. recombinant SENP7, Z-RLRGG-aminoluciferin luminescence, 40 min;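 active means inhibition above about 50% at the single test dose, limit read from the data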;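 further: plate controls were DMSO with enzyme for no effect and no enzyme buffer wells for full effect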
Target sequence (Q9BQF6 706-1050 limits assumed): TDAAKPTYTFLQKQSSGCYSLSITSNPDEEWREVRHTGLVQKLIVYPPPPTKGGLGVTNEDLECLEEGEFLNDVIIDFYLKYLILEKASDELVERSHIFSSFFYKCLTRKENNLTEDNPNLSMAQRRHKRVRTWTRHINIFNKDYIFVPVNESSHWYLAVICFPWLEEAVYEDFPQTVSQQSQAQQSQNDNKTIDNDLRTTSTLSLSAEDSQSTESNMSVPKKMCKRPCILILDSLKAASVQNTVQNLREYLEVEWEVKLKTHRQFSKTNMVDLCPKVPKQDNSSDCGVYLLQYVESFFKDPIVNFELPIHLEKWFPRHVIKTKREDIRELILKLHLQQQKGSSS
UBC13 inh: UBC13 polyubiquitin chain formation inhibitors, primary screen, biochemical, TR-FRET, uHTS; Ubiquitin-conjugating enzyme E2 N (Homo sapiens), P61088; inhibition, % at 20 µM; actives 0.47% (n = 330,000); AID 485273, 2010; in the data active means inhibition above about 45%, passing the limit was not always enough
PfG6PD inh: PfG6PD enzyme inhibitors, primary screen, biochemical, fluorescence intensity, uHTS; actives 0.78% (n = 350,000); inhibition, % at 20 µM; PfGluPho enzyme, NADPH resazurin-diaphorase fluorescence;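 active means inhibition reaching at least a set limit at 20 µM in the primary screen, cut at about 59% in these data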;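 further: 0% = DMSO wells with substrate and 100% = DMSO wells lacking glucose-6-phosphate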
beta cell repl: inducers of MIN6 beta-cell proliferation, primary screen, ATP luminescence, uHTS; MIN6 cells proliferation, ATPlite luminescence, 48 h; cells starved in 0.2% serum; 100% = growth in 10% serum; proliferation, % at 10 µM; actives 0.29% (n = 330,000); AID 2380, 2010;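 active means compounds whose signal lies at least 3.5 SD above the mean of all wells on their plate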;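 further: 0% = DMSO-treated cells in low-serum medium and 100% = 10% serum control; some compounds called inactive have numbers as strong as hits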
SENP1 FRET inh: human SENP1 catalytic domain inhibitors, primary screen, biochemical, FRET, uHTS. recombinant SENP1 catalytic domain, CyPet-SUMO1-YPet FRET cleavage. inhibition, % at 10 µM. actives 0.21% (n = 360,000);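 active means inhibition at least 30% at 10 µM, raw YFP signal under a set limit, fluorescence ratio 0.5 to 1.5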;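 further: 0% = enzyme with DMSO and 100% = no enzyme wells; some results filed as inactive read as strong as hits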
Target sequence (Q9P0U3 419-644 limits assumed): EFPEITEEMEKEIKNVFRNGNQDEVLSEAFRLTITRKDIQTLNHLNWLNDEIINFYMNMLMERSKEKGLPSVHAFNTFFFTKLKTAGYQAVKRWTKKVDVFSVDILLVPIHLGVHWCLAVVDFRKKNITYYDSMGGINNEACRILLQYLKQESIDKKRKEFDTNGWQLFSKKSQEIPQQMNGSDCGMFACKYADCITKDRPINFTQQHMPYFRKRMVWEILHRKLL
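Test system: human SENP1 catalytic domain; medium: Tris pH 8 buffer plus EDTA, NaCl, BME, BSA, NP40, catalase; incubation: 50 min reaction at room temperature; technique: FRET, CFP and YFP emission; controls: no-enzyme low control and enzyme-plus-DMSO high control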
Active calls of the source: *; x = not tested or not shown; & = joins results of further samples.

SMILES	SENP6 block	HKDC1 inhibitor	SENP8 block-1	SENP8 block-2	SENP7 block	UBC13 inh	PfG6PD inh	beta cell repl	SENP1 FRET inh
COC(=O)C1=C(C(=O)OC)C2(OC1c1ccc(Br)cc1)C(=O)c1ccccc1C2=O (stereo not drawn)	-2	12	19	-1	-3	-10	-11	-3	-32
CCCC(NCC(O)COc1ccc(-c2ccccc2)cc1)c1ccccc1 (stereo not drawn)	2	11	6	-8	3	28	4	-6	2
CCCCCCC[C@@H](C/C=C/CCC(=O)N(C)C/C(=C/Cl)C/C(=C\C(=O)N1CC(OC)=CC1=O)OC)OC	0	0	-6	-3	4	-2	26	-5	0
O=C(CN1C(=O)NC2(CCCC2)C1=O)Nc1cc(Cl)ccc1N1CCCCC1	1	-5	-4	-4	-2	4	4	0	-2
O=C(NCc1ccco1)c1c(F)cccc1Cl	11	4	16	-7	-1	-7	-6	-2	2
CCC1(CC)NC(=O)N(CC(=O)OC(C)C(=O)Nc2ccc(NC(C)=O)cc2)C1=O (stereo not drawn)	-16	2	5	-5	7	0	-10	-1	1
COc1ccc(Sc2cnn(-c3ccccc3)c(=O)c2Cl)cc1	-1	-5	-33	-8	11	2	-2	-1	2
COc1ccc(Cc2n[nH]c(=O)c3ccccc23)cc1OC	7	-3	26	9	3	18	4	-3	-1
O=C(Nc1cc(S(=O)(=O)N2CCCCC2)ccc1O)c1ccccc1NS(=O)(=O)c1ccc(F)cc1	6	3&19	-469	-3	-2	-8	6&-2	-5	1&-1
Cc1ccc(CN2CCN(Cc3cccc(C)n3)CC2CCO)cc1 (stereo not drawn)	-1	-9	12	2	12	-5	-4	2	-4
CCCc1cc(=O)[nH]c(SCc2ccccc2)n1	-13	2	29	9	4	-3	-15	2	2
CCN(CC)C(=O)CSc1nc2cc3c(cc2c(=O)n1CCCC(=O)NCc1ccc(OC)cc1)OCO3	7	-3	4	-2	-2	-2	-1	1	-2
COc1cccc(NC(=S)NNC(=O)c2ccccc2OC(F)F)c1	14	-9	8	-1	6	-7	-5	1	0
CN(C(=O)C1CCN(c2ncnc3c2nc2n3CCCCC2)CC1)C1CCCCC1	-6	9	0	-6	7	21	-3	0	-2
O=C(COC(=O)c1ccco1)Nc1ccc(Cl)cn1	-6	-2	3	-5	5	-15	-5	-1	-2
O=C(Nc1ccc(CN2CCOCC2)cc1)c1ccc(-c2ccc(Br)cc2)o1	-5	6	-8	4	-1	-4	4	-5	0
O=C(Nc1c(-c2cccs2)nc2ccccn12)c1ccc2ccccc2c1	-14	x	x	-11	-6	-5	x	0	x
COc1n[nH]c(C(=O)Nc2cc(Cl)ccc2Cl)c1[N+](=O)[O-]	55*	-1	14	7	10	-6	-15	-5	0
CCN(C1CCS(=O)(=O)C1)S(=O)(=O)c1ccc(Cl)s1 (stereo not drawn)	-15	-2	1	6	-6	-1	8	-2	-2
CCC(=O)Nc1ccc(Cl)c(NC(=O)c2cccnc2)c1	-12	-10	10	-4	-2	7	-5	0	3
O=C(COC(=O)c1nc(Cl)ccc1Cl)NC1CCCCC1	-10	6	-10	-13	0	-1	6	-2	1
O=C(COC(=O)CCc1ccc(S(=O)(=O)N2CCCCC2)cc1)Nc1cccc2ccccc12	5	0	-2	-7	-6	12	4	0	3
COc1ccc(C2(c3ccc(OC)cc3)NC(=O)N(CC(=O)Nc3cc(C)ccc3OC)C2=O)cc1	-6	-4	7	2	5	2	-4	-5	-2
COc1ccccc1NC(=O)C(=O)NCc1ccncc1	-18	-6	13	-3	0	7	-16	-2	0
CNCc1ccccc1Sc1cccc2ccccc12	-11	-3	18	-7	-7	16	9	0	-2
COc1ccc(C(=O)COC(=O)c2cnc(C)cn2)c(OC)c1	-5	5	8	1	-3	-4	8	5	0
CCC(C)NC(=O)C(=O)NCc1ccncc1 (stereo not drawn)	-2	-10	1	-9	10	-4	-20	0	-1
Cc1nc(N2CCOCC2)[nH]c(=O)c1C	-3	-4	5	3	0	-2	-1	-2	-1
Cc1ccc2nc(NC(=O)CN3C(=O)NC4(CCCC4)C3=O)sc2c1	-9	-6	12	1	-1	4	-3	-3	-1
CCOC(=O)c1c(C)oc2c1cc(O)c1ccccc12	29	6	-48	26	72*	-3	5	-4	4
O=C(N/N=C\c1cccnc1)C1c2ccccc2Oc2ccccc21	3	1	8	-8	-7	-6	-7	-3	1
CCOc1ccc(/C=C2\SC(=S)N(CCCC(=O)NCCCN3CCOCC3)C2=O)cc1	41	0	20	4	-3	-7	-8	-4	-32
O=C(c1cc(S(=O)(=O)N2CCOCC2)ccc1F)N(CCc1ccccc1)Cc1ccccc1	-17	5	2	-7	-12	-10	20	-2	1
CC(=O)c1cccc(NC(=O)c2ccccc2N(C)S(=O)(=O)c2ccc(C)cc2)c1	10	-3	7	5	-5	0	-8	-1	-1
CC(NC(=O)CCNC(=O)c1ccco1)c1ccccc1 (stereo not drawn)	-13	-4	19	-8	-5	-1	1	-2	2
Cc1ccccc1CC(=O)Nc1cccnc1	-16	-3	1	-6	-3	-2	0	-1	-1
Cc1ccc(C(=O)CSc2nnc(-c3ccncc3)n2C)cc1	17	-4	0	9	-1	-3	10	-4	1
Cc1cnc(C(=O)OCC(=O)NC2CCCCC2)cn1	-7	-2	20	1	-1	6	-15	2	-1
CCCCOCP(=O)(CC)COCCCC	-4	-7	26	-4	5	0	-1	2	0
COCCCNC(=O)C1CC(=O)N(Cc2ccc(OC)cc2)C1 (stereo not drawn)	4	-12	14	-4	-10	0	16	-2	1

Next part (two carried over from the part before).
SMILES	SENP6 block	HKDC1 inhibitor	SENP8 block-1	SENP8 block-2	SENP7 block	UBC13 inh	PfG6PD inh	beta cell repl	SENP1 FRET inh
CCCCOCP(=O)(CC)COCCCC	-4	-7	26	-4	5	0	-1	2	0
COCCCNC(=O)C1CC(=O)N(Cc2ccc(OC)cc2)C1 (stereo not drawn)	4	-12	14	-4	-10	0	16	-2	1
CCOc1cc(C(=O)NC2=NCCS2)cc(OCC)c1OCC	-12	0	3	-3	-1	-1	-2	-2	1
Cc1cccc(NC(=O)COC(=O)C(NC(=O)c2cccc(S(=O)(=O)N3CCOCC3)c2)C(C)C)c1 (stereo not drawn)	x	-4	2	x	x	x	10	x	1
CC(C)(C)NC(=O)c1ccc(COc2ccc(Cl)cc2Cl)o1	-16	7	9	-5	-2	6	-2	0	2
O=C(c1ccc(F)c(S(=O)(=O)N2CCOCC2)c1)N1CCN(c2ncccn2)CC1	2	-3	-22	13	5	-2	-9	-1	0
C=CCN(c1ccccc1)S(=O)(=O)c1cccc(C(=O)NCC2CCCO2)c1 (stereo not drawn)	0	-5	-3	-5	10	15	3	-5	2
COC(=O)c1ccc(CSc2nnc(-c3ccccc3)n2C)o1	-15	-3	18	-3	-10	-13	-8	-2	0
CCOC(=O)C1CCN(C(=O)CSc2nc(N)cc(=O)[nH]2)CC1	26	-6	4	0	0	-9	-4	0	0
O=C(O)CCC(=O)N1CCN(c2nc(-c3ccccc3)c3cc(Br)ccc3n2)CC1	10	1	-248	1	1	6	3	-2	-28
CN(c1ccc2nc3ccccc3c(=O)n2n1)C1CCCCC1	94*	-1	-228	93*	94*	-1	1	-7	-37
COc1cccc(-c2nc(CS(=O)(=O)CC(=O)N3CCCCC3)c(C)o2)c1	-16	5	18	-10	2	-3	0	-1	0
CCC(CO)NCC#Cc1ccccc1 (stereo not drawn)	-1	-35	10	-7	3	2	4	-3	1
C=CCc1ccc(OCCOCCOc2ccccc2[N+](=O)[O-])c(OC)c1	-3	-1	19	-6	2	2	10	-2	3
CCOC(=O)N1CCC(NS(=O)(=O)c2ccc3c(c2)CCN3C(C)=O)CC1	-1	-8	21	0	2	-1	-6	-1	0
CCN(C(=O)C1CCCCC1)c1nnc(-c2cccnc2)s1	-20	5	-21	-6	-6	2	-4	-2	-2
O=Cc1ccc(OC(=O)c2cc(Cl)nc3ccccc23)cc1	0	0	-9	-6	-1	-7	26	-4	-1
Cn1c(C(=O)N2CCCc3ccccc32)cc2sccc21	-4	-2	4	2	7	18	5	2	-3
CC(=O)NC(C)C(=O)OCC(=O)c1ccc(Cl)s1 (stereo not drawn)	-13	-1	17	-13	-8	-6	-3	-3	3
CCOC(=O)C1CCN(c2c(NCc3ccc(C(=O)N(C)Cc4ccccc4)cc3)c(=O)c2=O)CC1	-8	3	1	-8	1	12	-12	-2	0
Cc1ccc(NC(=S)N(CCN(C)C)C(C)c2ccco2)cc1Cl (stereo not drawn)	15	-2	25	-2	5	21	24	-4	0
COc1ccccc1N1CCN(c2cnccn2)CC1	-16	-6	7	1	-6	12	-9	-2	1

Gathered by group: those above containing two or more sulfur atoms (3)
SMILES	SENP6 block	HKDC1 inhibitor	SENP8 block-1	SENP8 block-2	SENP7 block	UBC13 inh	PfG6PD inh	beta cell repl	SENP1 FRET inh
O=C(Nc1cc(S(=O)(=O)N2CCCCC2)ccc1O)c1ccccc1NS(=O)(=O)c1ccc(F)cc1	6	3&19	-469	-3	-2	-8	6&-2	-5	1&-1
CCN(C1CCS(=O)(=O)C1)S(=O)(=O)c1ccc(Cl)s1 (stereo not drawn)	-15	-2	1	6	-6	-1	8	-2	-2
CCOc1ccc(/C=C2\SC(=S)N(CCCC(=O)NCCCN3CCOCC3)C2=O)cc1	41	0	20	4	-3	-7	-8	-4	-32

The list continues.
SMILES	SENP6 block	HKDC1 inhibitor	SENP8 block-1	SENP8 block-2	SENP7 block	UBC13 inh	PfG6PD inh	beta cell repl	SENP1 FRET inh
CCCCn1c(N)c(N(CC(C)C)C(=O)C2CC(=O)N(Cc3ccccc3)C2)c(=O)[nH]c1=O (stereo not drawn)	-9	-5	10	1	6	-2	8	1	-2
COc1cc(OC)cc(C(=O)Nc2ccc3nc4n(c(=O)c3c2)CCCCC4)c1	81*	1	3	80*	83*	3	-1	2	4
CCn1c(SCC(=O)Nc2nnc(C)s2)nnc1-c1ccco1	4	-8	2	7	3	-1	-16	-1	1
Cn1c(=O)n(C)c2cc(C(=O)Nc3ccc(Br)cc3)ccc21	13	-3	30	-4	7	6	27	-4	0
Nc1nc2ccc(Oc3ccccc3)cc2s1	x	5	9	x	x	x	-1	x	0
CC(C)c1ccc(CN(C)C(=O)c2ccc(S(=O)(=O)NCc3ccco3)cc2)cc1	6	-1	13	8	-5	5	2	-5	-1
CCN1CCCC(OC(=O)C(c2ccccc2)c2ccccc2)C1 (stereo not drawn)	-1	-7	4	-1	4	11	0	5	-1
CCCCc1ccc(NC(=S)NCCc2ccc(F)cc2)cc1	5	-3	13	-1	-17	-3	-3	-6	0
Cc1cc(C(=O)CSc2nc(N)cc(=O)[nH]2)ccc1F	7	-4	20	90*	1	3	-15	-4	-1
COc1c(S(=O)(=O)NCCN2CCOCC2)ccc(Cl)c1Cl	8	-5	16	-2	-1	7	-12	2	1
CC1(C)CC(NCc2ccccc2)CCO1 (stereo not drawn)	12	-7	8	1	5	-1	-11	-2	3
CCOC(=O)c1sc2cc([N+](=O)[O-])cc(SCC(C)C)c2c1N	1	-6	15	1	10	-34	1	0	62
CN(C)CCCN(C(=O)c1ccc(S(=O)(=O)N(C)C)cc1)c1nc2ccc(F)cc2s1	-2	-9	10	-2	-2	14	7	1	2
